STK33 kinase inh – inhibitors of purified STK33 kinase, primary screen, biochemical, ADP-Glo luminescence, homogeneous, cell-free; inhibition, % at 10 µM; hit rate 0.073% among 320,000; AID 2661, 2010; MBP phosphorylation;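 active means inhibition at or above 25%, using the most active replicate where run in duplicate; inactive means inhibition below 25%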
Target sequence (Q9BYT3 whole entry, looked up): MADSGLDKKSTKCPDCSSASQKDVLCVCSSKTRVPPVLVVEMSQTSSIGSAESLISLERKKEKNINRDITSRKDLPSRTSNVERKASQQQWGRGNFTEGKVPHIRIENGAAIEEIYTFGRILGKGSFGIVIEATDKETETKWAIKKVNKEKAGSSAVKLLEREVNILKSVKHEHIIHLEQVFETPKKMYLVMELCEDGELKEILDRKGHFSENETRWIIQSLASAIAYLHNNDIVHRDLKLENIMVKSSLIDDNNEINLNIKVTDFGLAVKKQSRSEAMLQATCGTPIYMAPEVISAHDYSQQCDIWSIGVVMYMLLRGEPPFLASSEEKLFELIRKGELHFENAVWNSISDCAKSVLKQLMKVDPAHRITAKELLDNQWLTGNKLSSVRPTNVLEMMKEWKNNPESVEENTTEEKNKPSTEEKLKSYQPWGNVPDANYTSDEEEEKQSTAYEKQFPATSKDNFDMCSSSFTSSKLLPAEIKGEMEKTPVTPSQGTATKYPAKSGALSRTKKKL
Starred values were filed as active, the others as inactive. Only part of the results is shown, so the mix of outcomes need not match the whole.

| structure | STK33 kinase inh |
| --- | --- |
| COc1ccc(COC(=O)c2ccc(S(=O)(=O)N3CCC(C)CC3)cc2)cc1 | -0.9 |
| COc1ccc(C(=O)c2c(C)oc3ccc(O)cc23)cc1 | -0.3 |
| Cc1ccc(-c2c(NC(=O)C(C)C)n(C)c3ccccc3c2=O)cc1 | -1.2 |
| COc1ccc(CCN(C)C2CCCN(S(=O)(=O)c3ccccc3F)C2)cc1OC (stereo unspecified) | -1.1 |
| Cc1ccc(CN2CCNC(=O)C2CC(=O)N(C)CCc2cnn(C)c2)cc1 (stereo unspecified) | -0.9 |
| COc1cccc(C(=O)NC2CCCc3c2cnn3-c2cc(C)cc(C)c2)c1 (stereo unspecified) | 0.5 |
| Cc1ccccc1NC(=O)CSc1nc2ccccc2c(=O)n1C | -0.9 |
| CCCN(CCC)S(=O)(=O)c1ccc(C(=O)N2CCN(C)CC2)cc1 | -1.4 |
| Cc1cccc(NC(=O)CC2C(=O)NCCN2C(=O)Nc2ccc(Cl)cc2)c1 (stereo unspecified) | -0.1 |
| COc1cc(C(=O)N/N=C(\C)c2ccc(NC(=O)Cc3ccccc3)cc2)ccc1O | 0.5 |
| CC(=O)Nc1ccc(S(=O)(=O)N2CCC(C(=O)NCCc3ccc(Cl)cc3)CC2)cc1 | -0.3 |
| O=C(O)c1ccc2c(c1)C(=O)N(c1ccc(Nc3ccccc3)cc1)C2=O | -0.2 |
| COc1cc(NC(=O)c2ccc(Cl)cc2)c2ncccc2c1 | -1.0 |
| O=C(Cn1cnc([N+](=O)[O-])n1)c1ccccc1 | -0.7 |
| CCC(=O)Nc1nnc(S(=O)(=O)N(CC)c2cc(C)cc(C)c2)s1 | -0.5 |
| COc1ccc(N2CCN(C(=O)c3ccccc3N(C)S(=O)(=O)c3ccc(C)cc3)CC2)cc1 | 0.8 |
| O=C(Nc1cccc(F)c1)NC1CCCCCCC1 | -0.5 |
| CC(NC(=O)Nc1ccc(Cl)cc1)c1ccccc1 (stereo unspecified) | -0.4 |
| Cc1oc2c(c(C)cc3oc(=O)c(CC(=O)NCCC(=O)O)c(C)c32)c1C | -3.9 |
| COc1ccc(CN2CCN(Cc3cc4ccccc4o3)CC2CCO)c(F)c1 (stereo unspecified) | -0.6 |
| Cc1cc(C)c(S(=O)(=O)Nc2nnc(C(C)C)s2)c(C)c1 | -1.2 |
| Cc1ccc(C(=O)NC(C)c2nnc(SCC(=O)NC3CCCC3)n2C)cc1 (stereo unspecified) | 0.1 |
| COc1ccc(NC(=O)N2CCN(S(=O)(=O)c3ccc(F)cc3)CC2)c(OC)c1 | 0.4 |
| CC/C(=N\NC(=O)C1CCCC1)c1ccc(Br)cc1 | 0.9 |

Four entries already listed, ordered by SMILES length, falling:
| structure | STK33 kinase inh |
| --- | --- |
| COc1ccc(CCN(C)C2CCCN(S(=O)(=O)c3ccccc3F)C2)cc1OC (stereo unspecified) | -1.1 |
| Cc1ccc(-c2c(NC(=O)C(C)C)n(C)c3ccccc3c2=O)cc1 | -1.2 |
| COc1ccc(CN2CCN(Cc3cc4ccccc4o3)CC2CCO)c(F)c1 (stereo unspecified) | -0.6 |
| COc1ccc(C(=O)c2c(C)oc3ccc(O)cc23)cc1 | -0.3 |

(more compounds)
| structure | STK33 kinase inh |
| --- | --- |
| Cc1c(NC(=O)c2cccs2)cccc1NC(=O)c1cccs1 | 0.4 |
| Cc1cc(C)c(OCCn2ccnc2)c(C)c1 | -4.6 |
| COc1ccc(Cl)cc1NS(=O)(=O)c1cccc(C(=O)NCC2(N(C)C)CCCCC2)c1 | 0.1 |
| O=C(NC(=S)Nc1ccc(Br)c(Cl)c1)C1CC1 | -2.2 |
| COc1ccc(-n2c(SCC(=O)N3CCOCC3)nc(O)cc2=O)cc1 | -1.3 |
| CCOC(=O)N1CCN(C(=O)CNC(=O)c2ccc(Br)o2)CC1 | -1.5 |
| COc1cc(C2C(C#N)=C(N)N(N(C)C)C3=C2C(=O)CCC3)ccc1O (stereo unspecified) | 2.9 |
| Cc1ccc(C)c(NC(=O)CCN2C(=O)c3ccccc3C2=O)c1 | 0.1 |
| CCOC(=O)CCCCCC(=O)Nc1ccc2c(c1)CC(=O)N([C@@H](C)CO)C[C@H](C)[C@@H](CN(C)C(=O)Nc1ccc3c(c1)OCO3)O2 | 4.9 |
| Clc1cccc(CN2CCSCC2)c1Cl | 2.4 |
| C/C(=N/NC(=O)CCc1ccccc1)c1ccc2c(c1)OCO2 | 3.6 |
| Brc1ccc(CNc2ccc3ncccc3c2)cc1 | 0.6 |
| CCc1nc(Nc2ccccc2O)c2oc3ccccc3c2n1 | -1.4 |
| Cc1nc(C)n(C(C)CNC(=O)c2cccc(Br)c2)n1 (stereo unspecified) | -1.4 |
| O=C(O)c1ccccc1NC(=O)c1cc2ccccc2oc1=O | -19 |
| CC/C(=N\NC(=O)Cc1ccc(Br)cc1)c1cccs1 | -0.5 |
| COc1cc2c(cc1OC)C(C)N(S(=O)(=O)c1cccs1)CC2 (stereo unspecified) | -1.0 |
| COc1ccc(/C=C/C(=O)N2CCN(c3ccccn3)CC2)cc1 | -0.8 |
| COc1ccc(CNCc2c(F)cccc2F)cc1OC | -18 |
| CCCC(=O)Nc1c(-c2ccc(C)cc2)c(=O)c2ccccc2n1C | -1.2 |
| CCOc1ccc2[nH]cc(C(=O)NCc3ccc(F)cc3)c(=O)c2c1 | -0.4 |
| CCOc1ccc2c(c1)C(NC(C)=O)C(=O)N2CCN1CCOCC1 (stereo unspecified) | -1.6 |
| COc1ccc(CCNCC(O)COc2c(C)cccc2C)cc1OC (stereo unspecified) | 1.0 |
| CC(C)(C)c1ccc(OCCC(=O)NCCc2ccc(S(N)(=O)=O)cc2)cc1 | -0.2 |
| CC(C)N(C)Cc1nnnn1CC(=O)NCc1cc(F)cc(C(F)(F)F)c1 | 0.5 |
| N/C(Cc1cccc2ccccc12)=N\OC(=O)c1ccccc1F | -0.3 |
| CCOC(=O)N/N=C\c1ccc(OC/C=C/c2ccccc2)cc1 | -1.0 |
| Cc1cccc(NC(=O)C2Cc3ccccc3O/C2=N\O)c1 (stereo unspecified) | -1.8 |
| CCOC(=O)N1CCN(C(=O)C2CCC(=O)N(CCCc3ccccc3)C2)CC1 (stereo unspecified) | 0.7 |
| FC(F)(F)c1ccc(Cl)c(-n2c(-c3ccco3)n[nH]c2=S)c1 | -1.9 |
| CCc1c(C)nc(N2CCN(c3ccc(F)cc3)CC2)[nH]c1=O | -1.2 |
| CCCOc1cccc(-c2cc(C(=O)N/N=C/c3ccccn3)c3ccccc3n2)c1 | -1.9 |
| COc1cccc(NC(=S)N2CCC(Cc3ccccc3)CC2)c1 | -1.0 |
| CCCNC(=O)Cn1nc(C)n2c(cc3cc(F)ccc32)c1=O | 4.1 |
| O=[N+]([O-])c1c(Nc2ccccc2O)cc(Cl)c2nonc12 | 13 |
| C/C(=N/NS(=O)(=O)c1ccc(C)cc1)c1ccc2c(c1)OCO2 | -0.8 |
| CCOc1ccc(CC(=O)N/N=C(\C)c2cccnc2)cc1OCC | -0.3 |
| O=C(NCCCSc1ccccc1)c1cc(Cl)ccc1O | -0.9 |
| Cc1[nH]c(-c2ccc(F)cc2)cc1C(=O)N1CCN(c2ccccc2F)CC1 | 0.0 |
| COCCN1CCN(C(=O)c2cc(COc3cncc(Cl)c3)on2)CC1 | -1.4 |

Ordered by the number under STK33 kinase inh (ascending): seven of the compounds above
| structure | STK33 kinase inh |
| --- | --- |
| COCCN1CCN(C(=O)c2cc(COc3cncc(Cl)c3)on2)CC1 | -1.4 |
| COc1cccc(NC(=S)N2CCC(Cc3ccccc3)CC2)c1 | -1.0 |
| O=C(NCCCSc1ccccc1)c1cc(Cl)ccc1O | -0.9 |
| C/C(=N/NS(=O)(=O)c1ccc(C)cc1)c1ccc2c(c1)OCO2 | -0.8 |
| CCOc1ccc(CC(=O)N/N=C(\C)c2cccnc2)cc1OCC | -0.3 |
| Cc1[nH]c(-c2ccc(F)cc2)cc1C(=O)N1CCN(c2ccccc2F)CC1 | 0.0 |
| CCCNC(=O)Cn1nc(C)n2c(cc3cc(F)ccc32)c1=O | 4.1 |

Some values from the entries so far:
`Cc1[nH]c(-c2ccc(F)cc2)cc1C(=O)N1CCN(c2ccccc2F)CC1` – STK33 kinase inh = 0.0
`O=[N+]([O-])c1c(Nc2ccccc2O)cc(Cl)c2nonc12` – STK33 kinase inh = 13
`COCCN1CCN(C(=O)c2cc(COc3cncc(Cl)c3)on2)CC1` – STK33 kinase inh = -1.4
`CCOc1ccc(CC(=O)N/N=C(\C)c2cccnc2)cc1OCC` – STK33 kinase inh = -0.3

Further results
| structure | STK33 kinase inh |
| --- | --- |
| COc1ccc(NC(=S)N2CCN(C(=O)c3ccco3)CC2)cc1OC | -0.7 |
| OCCC1CN(Cc2ccc(F)cc2)CCN1CCCc1ccccc1 (stereo unspecified) | -22 |
| COc1ccccc1OCC(O)CN1CCOCC1 (stereo unspecified) | -2.9 |
| CC(Oc1ccc(Br)cc1)C(=O)N1CCN(c2ccccn2)CC1 (stereo unspecified) | -0.5 |
| O=[N+]([O-])c1ccccc1/C=C/CN1CCCCC1CO (stereo unspecified) | -1.7 |
| CC1=NN(c2ccccc2)C(=O)/C1=C/c1ccc(Cl)cc1 | -0.3 |
| COc1ccc(/C=N\NC(=O)c2ccc(-c3ccccc3)cc2)c(OC)c1OC | 1.6 |
| Cc1cccc(OCCCC(=O)N2CCCCCC2)c1C | -1.0 |

Next part; the last 2 above are carried over.
| structure | STK33 kinase inh |
| --- | --- |
| COc1ccc(/C=N\NC(=O)c2ccc(-c3ccccc3)cc2)c(OC)c1OC | 1.6 |
| Cc1cccc(OCCCC(=O)N2CCCCCC2)c1C | -1.0 |
| CCn1nc(CC(C)C)cc1C(=O)N1CCCC(Nc2ccc(F)cc2)C1 (stereo unspecified) | 3.0 |
| Nc1ccccc1C(=O)NCc1ccco1 | -0.5 |
| Cn1c(/C=C/c2ccccc2[N+](=O)[O-])nc2ccccc2c1=O | -0.5 |
| CCOC(=O)CC1(NC(=O)C2CCC(=O)N(Cc3ccccc3OC)C2)CCCCC1 (stereo unspecified) | -1.1 |
| COc1cc(C(=S)N2CCOCC2)ccc1OC(=O)c1ccc(Br)cc1 | 1.0 |
| COc1ccc(CCN(C)C/C=C/c2ccccc2[N+](=O)[O-])cc1OC | 0.6 |
| CCOP(=O)(OCC)/C(C#N)=C/c1cc(OC)ccc1OC | -0.1 |
| COc1ccc(NC(=S)N2CCN(S(=O)(=O)c3ccc(F)cc3)CC2)cc1 | -0.2 |
| COc1ccc(OC)c(NC(=O)N2CCCc3ccccc32)c1 | 1.3 |
| COc1ccc(OC)c(NC(=O)c2sc3nc(C)cc(C)c3c2N)c1 | 0.2 |
| CCOC(=O)C1CCN(C(=O)c2cc3cc(F)ccc3[nH]2)CC1 | -2.0 |
| COc1cc(C(c2c(O)cc(C)[nH]c2=O)c2c(O)cc(C)[nH]c2=O)ccc1O | -2.3 |
| CCOC(=O)Cn1c(=O)c(F)cn(Cc2ccc(OC)c([N+](=O)[O-])c2)c1=O | 3.0 |
| COc1ccc(C(=O)N2CCCc3ccccc32)cc1OC | -1.5 |
| Cc1oc2ccc(OCc3ccccc3Cl)cc2c1C(=O)O | -1.2 |
| O=C(NCc1ccccc1)c1c(O)c2ccccc2[nH]c1=O | -23 |
| S=C(NCCc1cccc(Cl)c1)NC1CCCCC1 | -1.2 |
| COCCCNC(=O)CCc1c(C)nc2c(c(C)nn2-c2ccc(C)cc2)c1C | -0.6 |
| COc1ccccc1/C=C/C(=O)NC(=S)N1CCN(C)CC1 | -0.4 |
| CCOC(=O)c1ccc(S(=O)(=O)N2CCN(CC(O)COc3cccc(C(C)=O)c3)CC2)cc1 (stereo unspecified) | -0.5 |
| Cc1ccccc1NC(=O)c1ccc(C)c(S(=O)(=O)N2CCN(C)CC2)c1 | -7.7 |
| Cc1ccc(C(=O)CCC(=O)Nc2cccc(C)c2)cc1 | -0.3 |
| CCOCCCNC(=O)CCc1ccc(-n2cnc3cccnc32)cc1 | -0.3 |
| O=C(NNC(=O)c1ccc2ccccc2c1O)NC1CCCCC1 | 0.6 |
| O=C(COc1ccc2cc(Br)ccc2c1Br)N1CCOCC1 | -1.1 |
| S=C(NCCc1cccc(Cl)c1)NCc1ccccc1 | -0.1 |
| Cc1ccc(NC(=O)C2CCN(S(C)(=O)=O)CC2)c(C)c1 | 0.8 |
| CC(O)c1cccc(NC(=O)Nc2cccc(NC(=O)Nc3cccc(C(C)O)c3)c2)c1 (stereo unspecified) | 1.2 |
| Cc1ccc(CNCc2ccco2)cc1 | 0.0 |
| Cc1cccc(NS(=O)(=O)c2ccc(C(=O)NCC(c3ccccc3)N(C)C)cc2)c1C (stereo unspecified) | -0.8 |
| Cc1cccc(C)c1N1CCN(CCn2c(=S)[nH]c3ccccc3c2=O)CC1 | -0.8 |
| O=C(NC1CCC1)C1CCC(=O)N(Cc2cccc(F)c2)C1 (stereo unspecified) | 1.0 |
| Cc1ccc(CN2CCN(C(=O)c3cccc4ccccc34)CC2)cc1 | -0.7 |
| O=C(O)Cn1cc(/C=N/Nc2ccc([N+](=O)[O-])cn2)c2ccccc21 | 9.6 |
| O=C(O)c1ccc(/C=C2\SC(=S)N(NC(=O)c3ccccc3[N+](=O)[O-])C2=O)cc1 | -1.6 |
| O=C(c1ccc(F)cc1)N1CCN(C2CCCCC2)CC1 | -1.1 |
| CCOc1ccc(N(CC(=O)N/N=C/c2ccccn2)S(=O)(=O)c2ccc(Cl)cc2)cc1 | -0.3 |

Bioassay records: PubChem BioAssay, Broad Institute
